MmCpn inh: blocks the Methanococcus maripaludis chaperonin Mm-Cpn | Potency, µM (series often up to 76.9 µM), for the others: top-dose activity, negative = inhibition, most hits filed as inhibitors | 330,000 compounds, 0.031% hits | purified Mm-Cpn ATPase, ADP Transcreener TR-FRET | AID 504842; also: potency is read from the fitted curve at half-maximal effect; % is scaled to controls: 0 for no effect and ±100 for the full control effect; nearly all actives have a fitted effect of over 80% in size
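ATPase read-out: TR-FRET ADP immunoassay (anti-ADP Eu cryptate vs ADP-d2), ex 320 nm, em 590/665 nm; signal drops as ADP forms. Enzyme 25 nM, ATP 10 uM, 30 min at 37°C after 10 min compound preincubation.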
EPAC1 ag: agonists of human EPAC1; Potency, µM (highest dose often 154 µM), without a hit: at the top dose activation, most hits filed as activators; EPAC1 agonist qHTS, biochemical assay; response scale: 100% = response to 6.5 mM cAMP; O95398; AID 720707; 360,000 compounds, 0.073% hits; also: potency is read from the fitted curve at half-maximal effect; nearly all actives have a fitted effect of over 60% in size
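Compounds were pinned as a concentration titration into mixtures of EPAC1 (100 nM), BODIPY-GDP-loaded Rap1B (250 nM) and GDP (50 uM). After 5 min at room temperature, fluorescence was followed for 30 min; activity was scaled to 6.5 mM cAMP.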
EPAC1 antag: EPAC1 (human) antagonism; O95398; EPAC1 GEF assay, Rap1b-BODIPY-GDP exchange fluorescence; Potency, µM (top dose mostly 115 µM), for the others: at the highest dose activity change, negative = inhibition, hits mostly inhibitors; 360,000 compounds, 0.14% hits; AID 720709;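 also: potency is read from the fitted curve at half-maximal effect; plate controls were vehicle for no effect and positive control for full effect; nearly all actives have a fitted effect of over 50% in size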
WRN inhibitor: inhibitors of human WRN helicase | Potency, µM (series often up to 114 µM), for the others: at the top dose activity change, negative = inhibition, most hits filed as inhibitors | 360,000 compounds, 0.46% hits | WRN helicase unwinding, fluorescent forked duplex, kinetic | AID 651768; also: potency is read from the fitted curve at half-maximal effect; % is scaled to controls: 0 for no effect and ±100 for the full control effect; nearly all actives have a fitted effect of over 55% in size
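Kinetic fluorescence helicase assay: unwinding of a quenched forked DNA duplex (100 nM final) with 2 mM ATP final raises red fluorescence (525/598 nm). Compounds sat 15 min at room temperature with 20 nM WRN beforehand.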
PLK1 PBD inh: PLK1 (human) polo-box domain binding inhibition; P53350; Plk1 PBD binding of FITC phosphopeptide, fluorescence polarization; AID 720504; 360,000 compounds, 2.8% hits; Potency, µM, without a hit: max response, negative = inhibition, most hits filed as inhibitors; also: potency is read from the fitted curve at half-maximal effect; series mostly up to about 57 µM; % is scaled to controls: 0 for no effect and ±100 for the full control effect; nearly all actives have a fitted effect of over 65% in size
EPAC2 antagonist: antagonists of human EPAC2. Q8WZA2. Potency, µM (titrated, usually from 114 µM), inactives show top-dose activity, negative = inhibition, most hits filed as inhibitors. AID 720708. 360,000 compounds, 0.18% hits. EPAC2 GEF exchange of Rap1B-BODIPY-GDP, fluorescence; also: potency is read from the fitted curve at half-maximal effect; % is scaled to controls: 0 for no effect and ±100 for the full control effect; nearly all actives have a fitted effect of over 45% in size; many of its hits are not listed in these tables
Target sequence (Q8WZA2 whole entry, looked up): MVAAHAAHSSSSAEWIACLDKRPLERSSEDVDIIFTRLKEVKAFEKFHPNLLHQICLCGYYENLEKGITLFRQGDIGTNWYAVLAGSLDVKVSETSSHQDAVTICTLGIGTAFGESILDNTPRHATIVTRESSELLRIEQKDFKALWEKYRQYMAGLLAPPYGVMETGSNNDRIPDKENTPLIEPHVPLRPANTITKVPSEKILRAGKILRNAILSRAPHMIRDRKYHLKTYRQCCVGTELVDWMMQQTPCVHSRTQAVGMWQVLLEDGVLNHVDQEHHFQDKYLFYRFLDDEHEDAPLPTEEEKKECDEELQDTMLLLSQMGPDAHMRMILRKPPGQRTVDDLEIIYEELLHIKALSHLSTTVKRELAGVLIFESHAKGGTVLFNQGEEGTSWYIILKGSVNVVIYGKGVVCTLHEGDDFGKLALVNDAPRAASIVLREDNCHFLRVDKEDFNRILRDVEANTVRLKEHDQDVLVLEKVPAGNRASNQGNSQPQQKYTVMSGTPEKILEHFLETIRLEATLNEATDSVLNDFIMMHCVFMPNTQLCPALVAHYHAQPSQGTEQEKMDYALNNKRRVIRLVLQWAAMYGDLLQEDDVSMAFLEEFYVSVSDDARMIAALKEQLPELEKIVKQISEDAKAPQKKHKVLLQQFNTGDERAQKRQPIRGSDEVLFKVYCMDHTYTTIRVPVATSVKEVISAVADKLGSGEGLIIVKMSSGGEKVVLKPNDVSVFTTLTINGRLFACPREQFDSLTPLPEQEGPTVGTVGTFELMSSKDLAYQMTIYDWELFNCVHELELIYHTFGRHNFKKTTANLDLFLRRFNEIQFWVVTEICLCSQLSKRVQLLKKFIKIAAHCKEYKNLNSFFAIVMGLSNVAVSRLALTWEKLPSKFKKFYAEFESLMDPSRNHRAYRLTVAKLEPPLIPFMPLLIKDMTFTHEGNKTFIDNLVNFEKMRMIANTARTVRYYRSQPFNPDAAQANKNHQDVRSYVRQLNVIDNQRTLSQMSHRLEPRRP
CCT chaperon mod: changes cytosolic chaperonin activity. purified chaperonin ATPase assay, HTRF ADP detection, 30 min. activity change, % (concentration not given with the values), hits read low. AID 651819. 360,000 compounds, 0.3% hits; in the data active = activity change below about -30%; also: % is scaled to controls: 0 for no effect and ±100 for the full control effect
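First, chaperonin was dispensed at 40 nM or 20 nM final depending on batch activity. Next, compounds were pinned at 76 uM and ATP added at 10 uM. After 30 min at 37 °C, ADP detection reagents ran 30 min at ambient temperature.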
PI5P4Ka inh: inhibitors of human PI5P4K alpha | max response, % | P48426 | PI5P4Kalpha enzyme, ADP-Glo luminescence, 60 min; stronger effect = lower value | AID 652105 | 330,000 compounds, 1.2% hits; active = max response of -50% or lower; inconclusive = between -30% and -50%; inactive = -30% or higher; also: value at the top dose of about 77 µM; % is scaled to controls: 0 for no effect and ±100 for the full control effect
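Reactions run in 0.038 M HEPES pH 7.4, 0.28 mM EGTA, 0.1% CHAPS and 5% DMSO, with PI5P4Kalpha, substrate, compound and 5 microM ATP final, one hour at room temperature. Readout is ADP-Glo luminescence.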
The depositor's hits bear a star; ? = inconclusive; . = not tested or not shown; [ ] = dose if it differs, or a comment. Unless noted, calls follow the shape of the dose curve; as a rule, active = well fitted curve in the direction sought with a large enough effect; inconclusive = small, poorly fitted or top-dose-only effect, or another doubt; inactive = no such curve, though single readings can be large; an effect the other way counts as inactive or inconclusive. A portion of the library; the hit share may differ from the screen's.

SMILES	MmCpn inh	EPAC1 ag	EPAC1 antag	WRN inhibitor	PLK1 PBD inh	EPAC2 antagonist	CCT chaperon mod	PI5P4Ka inh
COC1CCN(Cc2c(C(=O)N3CCN(C4CCCCC4)CC3)nc3ccccn23)CC1	-1%	-4%	-17%	3%	-9%	9%	-0.2	3
O=C(CCc1nnc(CCC2CCCCC2)o1)NCCc1cccnc1	1%	7%	-17%	-1%	-2%	-6%	1.6	1
S=C(Nc1ccccc1Cl)NC1CC2CCCC(C1)N2C1CC1 (centres undefined)	-1%	10%	8%	-6%	4%	5%	-1.9	1
CCOC(=O)c1nnn(-c2nonc2-c2ccccc2)c1C	0%	10%	8%	2%	-1%	3%	-3.7	-6
COc1ccc(CCNC(=O)COC(=O)c2cnc(C)cn2)cc1	-2%	-2%	13%	1%	2%	0%	-2.1	-6
O=C(Oc1cccc2cccnc12)c1ccco1	-9%	0%	-9%	-4%	-7%	2%[57.1 µM]	-1.1	5
CCCCOc1ccccc1C1NC(=O)NC(C)=C1C(=O)OCc1ccco1 (centres undefined)	0%	-16%	4%	-9%	-2%	-5%	-0.8	.
Fc1ccc(-c2ccc(Nc3cccc(F)c3)nn2)cc1	2%	-2%	6%	1%	3%	6%	2.6	0
Cc1csc(SCc2ccccc2C(=O)O)n1	0%	2%	5%	7%	-20%	6%	-1.7	1
COc1ccc(Cn2nnnc2CN2CCN(c3ccc(OC)cc3)CC2)cc1	0%	2%	-4%	-7%	?	4%	-4.2	-11
CC1(C(=O)Nc2ccc3c(c2)OCCO3)CSCC(=O)N1CCCN1CCOCC1 (centres undefined)	.	4%	10%	3%	-16%	0%	.	-6
NC(=O)NCCCC(=O)OCC(=O)c1ccc2ccccc2c1	-2%	-7%	5%	7%	-13%	13%	1.5	4
CC[n+]1c(/C=C/Nc2ccccc2)sc2ccccc21	-1%	1%	-9%	0%[57.1 µM]	-14%	-11%	1.1	2
CCS(=O)(=O)n1nc(-c2ccc(C)cc2)nc1N	1%	2%	-9%	-4%	-13%	-3%	-2.2	0
Cc1ccc2nc(CSc3nnc(Nc4ccccc4F)s3)cc(=O)n2c1	2%	-7%	-11%	-5%	0%	3%	-1.0	-22
COc1cc(OC)cc(C(=O)NC(C(=O)Nc2ccc3c(c2)CCC3)C(C)C)c1 (centres undefined)	-4%	-7%	-3%	9%	-1%	3%	0.0	-4
CC(=O)N(C(C)=O)n1c(/C=C/c2cccc([N+](=O)[O-])c2)nc2ccccc2c1=O	-1%	3%	0%	0%	4%	2%	-4.6	5
COC(=O)c1ccc(NC(=O)CCN2C(=O)C3C4CCC(C4)C3C2=O)cc1 (centres undefined)	2%	9%	10%	-25%	-9%	10%	-2.6	13
COc1ccc(CN2C(=O)CSCC2(C)C(=O)NCc2ccccc2)cc1OC (centres undefined)	.	12%	-21%	0%	-7%	-3%	.	-4
FC(F)(F)c1ccc(N2CCN(Cc3ccc4c(c3)OCO4)CC2)nc1	3%	0%	-21%	-7%	-18%	-28%	-0.8	20
COc1ccc(OC)c(/C=N/NC(=S)NCCc2ccccc2)c1	-1%	9%	-17%	-10%	-8%	-6%	-0.4	0
O=C(NCc1ccco1)C1CN(S(=O)(=O)c2ccccc2)CCN1S(=O)(=O)c1ccccc1 (centres undefined)	0%	8%	-2%	0%[11.6 µM]	1%	-4%	2.3	.
c1ccc(CCn2nnnc2CN2CCc3ccccc32)cc1	-1%	2%	3%	1%	-2%	4%	3.0	-4
COc1ccc(Cl)cc1NC(=O)NC(C)C	-1%	-2%	6%	5%	-5%	-3%[57.1 µM]	-4.7	-4
CC(=O)Nc1ccc(OCC(=O)c2ccc(C)cc2C)cc1	1%	0%	-15%	-1%	-8%	-2%	-2.4	-8
CC(C)NC(=O)c1cc(C2CCCCN2C(=O)OCCF)on1 (centres undefined)	.	10%	-2%	2%	-4%	-8%	1.3	4
CC1(C(=O)O)CCC(C(=O)NC2CCCCCC2)C1(C)C (centres undefined)	-3%	6%	1%	-1%	5%	-2%	-1.2	.
O=C(Cn1cc2c(n1)CCCCC2)NCc1ccccc1	1%	1%	?	-3%	30µM*	-7%	-0.3	1
C=CCNC(=S)Nc1ccc(C)c(S(=O)(=O)N2CCCCC2)c1	-2%	15%	6%	1%	-7%	-5%	-0.4	1
O=S(=O)(NC1CC2CCC1C2)c1ccc(Br)cc1 (centres undefined)	-25%	10%	7%	-26%	-9%	3%	-3.4	-2
COc1cccc(/C=C(/C#N)c2ccc(Cl)cc2)c1OCc1cccc(C(=O)O)c1	3%	-10%	0%	-5%	?	?	0.8	2
COc1ccccc1C(C)NS(=O)(=O)c1ccc(Cl)nc1 (centres undefined)	2%	0%	-11%	-4%	-1%	0%	-7.6	-6
CC(C)[C@H](NC(=O)[C@@H]1Cc2c([nH]c3ccccc23)C2c3ccccc3C(=O)N21)C(=O)NCC1CCCO1 (some centres undefined)	1%	-8%	-26%	1%	-15%	-15%	-0.8	-3
CCc1[nH]c(=O)c(C#N)c2c1CCCC2	-1%	2%	5%	2%[57.1 µM]	-9%	2%	-2.5	1
CN(C)C(=O)Nc1ccccc1CC[N+](=O)[O-]	-3%	13%	6%	-28%	-11%	2%	-1.9	2
CC(CCC(=O)NN)C1CCC2C3CCC4CC(O)CCC4(C)C3CCC12C (centres undefined)	.	-3%	-11%	-10%	-6%	-3%	-0.6	-5
Cc1cc([N+](=O)[O-])nn1CC(=O)Nc1ccc(Cc2ccncc2)cc1	1%	0%	1%	-9%	-7%	-8%	-1.3	-3
CC(=O)N1[C@H](Cc2ccccc2)C=C[C@]1(C)C(=O)NCc1ccc(C)o1	0%	-4%	-7%	2%	-17%	2%	-0.7	-21
CCN1CCN(C(CNS(=O)(=O)c2ccc(Br)cc2)c2cccnc2)CC1 (centres undefined)	1%	5%	-3%	-11%	0%	11%	-1.7	1
COc1ccc2[nH]c3c(c2c1)CCN1C(=O)N([C@@H](C)C(=O)NC2CC2)C(=O)[C@]31C	-1%	-15%	-8%	-2%	3%	7%	-0.9	7
Cc1ccsc1C(=O)N1CCCC(N(C)Cc2ccccc2)C1 (centres undefined)	0%	-3%	8%	11%	6%	6%	-6.7	-5
CCc1cccc(N(C(=O)c2csnn2)C(C(=O)NC(C)(C)C)c2ccncc2)c1 (centres undefined)	0%	-4%	-2%	4%	27µM*	0%	-0.3	-23
Cc1ccc(-c2nn(CC(=O)O)c(=O)c3ccccc23)cc1	-1%	10%	2%	9%	-8%	7%	-1.8	.
CN(c1nnc(N)s1)C1CCCCC1	1%	2%	-18%	3%	-13%	19%	-2.1	-3
COc1cc(OC)c(NC(=O)c2ccco2)cc1Cl	0%	6%	2%	-16%	1%	9%	-0.1	.
CCc1nc2ccccc2c(C(=O)Nc2cccc(C)c2)c1C	0%	3%	-3%	3%	8%	1%	-1.5	-1
Cc1ccc([N+](=O)[O-])cc1NC(=O)Nc1ccc(S(N)(=O)=O)cc1	0%	0%	-17%	-6%	-5%	-16%	0.3	0
O=C(NCC(F)(F)F)Nc1ncccn1	2%	-1%	6%	-1%	1%	5%	1.0	-3
CC(=O)c1c(C)[nH]c(C(=O)CSc2nnc(N)s2)c1C	-1%	4%	1%	9%	-2%	-9%	-0.3	-2
O=C1C(=Cc2ccco2)C(=O)c2ccccc21	-10%	2%	-11%	?	?	8%	-1.7	-25
CCOc1ccc(CCN2C(=S)N([C@@H](CC(C)C)CN3CCCC3CN3C(=S)NC[C@@H]3Cc3ccc(O)cc3)C[C@@H]2CC(C)C)cc1 (some centres undefined)	.	-6%	-10%	-8%	-4%	-4%	-0.9	1
COc1ccc(-n2nc(C(=O)NCC(=O)NC3CCCCC3)c3ccccc3c2=O)c(OC)c1	0%	-7%	6%	1%	-10%	7%	-0.2	-8
O=c1c2ccccc2n2nnnc2n1-c1ccccc1	.	18%	-9%	-1%	-5%	0%	-5.4	3
O=C(NNS(=O)(=O)c1ccccc1)c1ccc([N+](=O)[O-])cc1	-1%	-3%	8%	0%	0%	-3%	1.1	5
O=C(Nc1ccc(NC(=O)c2cccnc2)cc1)c1ccccc1	-5%	16%	-17%	1%[57.1 µM]	-12%	1%	-1.2	-3
CCOC(=O)N1CCN(C(=O)N2CCOCC2)CC1	-2%	6%	-8%	-5%	-5%	-4%	-2.7	4
O=C(CNS(=O)(=O)c1ccc(F)cc1)N1CCN(c2ccc(F)cc2)CC1	2%	6%	-11%	4%	-17%	-8%	-5.1	.
CC(Sc1nnc(-c2ccccc2F)n1C1CC1)C(N)=O (centres undefined)	2%	-3%	?	-10%	-6%	-5%	-0.2	1
Cc1ccc2sc(NNC(=O)C3COc4ccccc4O3)nc2c1C (centres undefined)	1%	-7%	-14%	-7%	-6%	-21%	-0.8	1
Cc1ccc(N2CCN(c3cc(C)nc4nc(C)nn34)CC2)c(C)c1	3%	-2%	1%	-3%	2%	2%	1.1	2

Continuation.
SMILES	MmCpn inh	EPAC1 ag	EPAC1 antag	WRN inhibitor	PLK1 PBD inh	EPAC2 antagonist	CCT chaperon mod	PI5P4Ka inh
CN(C)S(=O)(=O)c1cccc(NC(=S)NCc2ccc3c(c2)OCO3)c1	0%	-1%	-13%	-7%	-16%	-3%	-1.5	-5
CSc1cccc(NC(=S)N(CCC(C)C)C(C)c2ccncc2)c1 (centres undefined)	1%	-7%	1%	0%	-2%	-7%	0.6	0
COc1cc(C)c(Cl)cc1S(=O)(=O)NCCN1CCOCC1	0%	1%	-5%	-8%	-13%	-2%	-2.4	.
COc1ccc2c(Cl)c(-c3nnc4n3CCCCC4)sc2c1	-5%	-8%	-5%	1%	-8%	-1%	-1.2	-11
CC(C)Nc1nc(NC(C)C)nc(N(C)n2cnnc2)n1	1%	3%	-12%	5%	-12%	-1%	-4.3	4
Cn1c(CCN2CCCC2)nc2cc(NS(=O)(=O)c3ccc(Cl)cc3)ccc21	-2%	-1%	-11%	0%	-10%	-4%	1.5	-1

Compound activity deposited in PubChem BioAssay by National Center for Advancing Translational Sciences (NCATS).
